KCNQ2 block: KCNQ2 channel blockers in CHO-K1 cells – cell-based, FluxOR thallium flux, B-score, primary screen (AID 2156). B-score at 10 µM. hit rate 1.1% among 310,000. O88943. 20 min; stronger effect = lower value;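 active = fluorescence ratio B-score at most minus 3 library SDs, with starting brightness B-score within 2 library SDs, cut at about -5.5 in these data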
STK33 inh: blocks human STK33 kinase activity | Q9BYT3 | purified STK33, MBP phosphorylation, ADP-Glo luminescence | inhibition, % at 10 µM | hit rate 0.073% among 320,000 | AID 2661;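 active = inhibition at or above 25%, using the most active replicate where run in duplicate; inactive = inhibition below 25%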
Target sequence (Q9BYT3 whole entry, looked up): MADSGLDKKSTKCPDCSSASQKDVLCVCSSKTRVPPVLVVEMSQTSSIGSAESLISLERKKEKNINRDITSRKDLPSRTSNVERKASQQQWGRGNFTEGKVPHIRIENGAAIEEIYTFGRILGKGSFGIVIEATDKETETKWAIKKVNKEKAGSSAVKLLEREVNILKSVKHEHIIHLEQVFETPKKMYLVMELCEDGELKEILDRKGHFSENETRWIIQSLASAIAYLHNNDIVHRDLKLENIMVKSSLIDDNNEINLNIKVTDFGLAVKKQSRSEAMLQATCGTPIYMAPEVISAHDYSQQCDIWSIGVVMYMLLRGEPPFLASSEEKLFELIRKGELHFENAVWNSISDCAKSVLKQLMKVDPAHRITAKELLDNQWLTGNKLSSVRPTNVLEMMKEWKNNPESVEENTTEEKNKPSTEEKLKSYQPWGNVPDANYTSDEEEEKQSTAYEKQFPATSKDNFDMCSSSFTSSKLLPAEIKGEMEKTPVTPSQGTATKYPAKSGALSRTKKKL
Kir21 inh: Kir2.1 (mouse) channel inhibition; B-score at 10 µM; HEK293-Kir2.1, FluxOR thallium flux fluorescence; stronger effect = lower value; hit rate 0.85% among 310,000; AID 1672;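 active = fluorescence ratio B-score at or below minus 3 SD of library scores, with starting-brightness B-score within 2 SD, cut at about -4.2 in these data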;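 note: channel flux triggered by added potassium and thallium sulfate stimulus; B-score of peak minus minimum fluorescence over baseline after thallium stimulus; more negative B-score means stronger Kir2.1 block with less thallium influx; some compounds called inactive have numbers as strong as hits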
Target sequence (P35561 whole entry, looked up): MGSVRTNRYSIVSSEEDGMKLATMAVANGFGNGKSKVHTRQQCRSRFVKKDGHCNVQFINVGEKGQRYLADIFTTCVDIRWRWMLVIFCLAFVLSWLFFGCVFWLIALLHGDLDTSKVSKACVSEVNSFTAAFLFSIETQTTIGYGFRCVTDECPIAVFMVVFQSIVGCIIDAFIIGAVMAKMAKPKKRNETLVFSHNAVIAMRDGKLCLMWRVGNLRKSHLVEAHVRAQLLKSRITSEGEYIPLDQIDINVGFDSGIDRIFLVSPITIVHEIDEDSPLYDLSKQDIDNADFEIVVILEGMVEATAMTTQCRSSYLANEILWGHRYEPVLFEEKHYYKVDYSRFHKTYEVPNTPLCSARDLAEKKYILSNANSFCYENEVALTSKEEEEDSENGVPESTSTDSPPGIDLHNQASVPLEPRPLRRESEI
Starred values were filed as active, the others as inactive; i = inactive; x = not tested or not shown. Rows are unselected; any-hit rate near 1.9%.

SMILES	KCNQ2 block	STK33 inh	Kir21 inh
O=C(N1CCOCC1)N1CCC(NC(=O)C23CC4CC(CC(C4)C2)C3)CC1	i	0.5	-0.52
COc1ccc(C2/C=C\CN(CC(C)(C)C)CC(=O)N2Cc2ccc(F)cc2)cc1 (stereo not given)	i	2.2	1.09
O=C(Nn1cnnc1)c1ccncc1	i	8.8	1.96
CCc1ccc(OCC(=O)Nc2ccncc2)c(Br)c1	i	3.9	-0.15
O=C(c1ccc2ccccc2c1)N1CCc2ccccc21	i	0.2	-0.59
O=C(Nc1ccc2c(c1)CCC2)c1cnccn1	i	-0.1	-0.23
Cc1ccccc1-n1c(-c2ccncc2)n[nH]c1=S	i	-2.0	-2.74
CCOC(=O)C1CCN(Cc2cc(C(C)(C)C)c(O)c(C(C)(C)C)c2)CC1	i	-0.5	-1.09
COC(=O)c1cc(=O)n(Cc2ccco2)c(=Nc2ccc(F)c(Cl)c2)s1	i	-2.1	-0.15
CCC(NC(=O)OCc1ccccc1)C(=O)Oc1ccc2ccc(=O)oc2c1 (stereo not given)	i	0.3	-1.5
COC(=O)Nc1ccc(OC)c(OC)c1	i	-1.3	-0.28
CCC(C)(C)n1nnnc1C(c1ccccc1F)N1CCC(C(N)=O)CC1 (stereo not given)	i	5.8	-1.54
Cc1ccc(S(=O)(=O)NC(CC(=O)N2CCOCC2)c2ccco2)cc1 (stereo not given)	i	-0.4	-0.37
Cc1ccc(S(=O)(=O)N2CCN(CC(=O)N/N=C/c3cc([N+](=O)[O-])ccc3Cl)CC2)cc1	i	-3.2	0.18
CCn1c(C)c(P(c2ccccc2)c2ccccc2)[n+]2ccccc12	i	-1.1	-3.02
COc1ccc(NC(=O)CN(C)C(=O)c2cc(-c3ccc(C)o3)nc3ccccc23)cc1	i	0.3	-1.25
CCNC(=O)COc1ccc(-c2ccccc2)cc1	i	-1.6	-1.14
Cc1ccc2oc(=O)c3cc(C(=O)NCCCN4CCCCCC4)sc3c2c1	i	0.6	-0.07
Cc1cc(NC(=O)CSc2nnc(NC(=O)C3CC(=O)N(c4ccccc4C)C3)s2)no1 (stereo not given)	i	x	-1.07
CCCn1c(C(CO)Nc2nc(-c3cccc(Br)c3)cs2)nc2ccccc21 (stereo not given)	i	-0.4	-0.09

Of the compounds above, 2 contain a tert-butyl group:
SMILES	KCNQ2 block	STK33 inh	Kir21 inh
COc1ccc(C2/C=C\CN(CC(C)(C)C)CC(=O)N2Cc2ccc(F)cc2)cc1 (stereo not given)	i	2.2	1.09
CCOC(=O)C1CCN(Cc2cc(C(C)(C)C)c(O)c(C(C)(C)C)c2)CC1	i	-0.5	-1.09

Continuation:
SMILES	KCNQ2 block	STK33 inh	Kir21 inh
CC(=O)N1CCN(C(=O)CCc2cc(C(C)(C)C)c(O)c(C(C)(C)C)c2)CC1	i	-2.5	-0.26
COC(=O)c1[nH]nc(-c2ccccc2)c1-c1ccccc1	i	-2.3	-1.67
CCOC(=O)c1ccc(NC(=O)N(CC)CC)cc1	i	0.8	1.12
O=C(O)CSCC(=O)Nc1cccc(C(F)(F)F)c1	i	-0.1	0.77
O=C1NC2(CCc3ccccc3C2)C(=O)N1CCOc1cccc(Cl)c1 (stereo not given)	i	x	0.17
O=C1CC(SCc2nc3ccccc3[nH]2)C(=O)N1c1ccc(F)c(Cl)c1 (stereo not given)	i	1.7	-1.67
NC(=O)c1ccsc1NC(=O)c1ccc2c(c1)CCCC2	i	2.3	0
COCCn1c(SCC(=O)Nc2ccccc2OC)nc2ccccc21	i	-1.6	-1.24
O=C(OCC(=O)N1CCN(C(=O)c2ccco2)CC1)c1cc(S(=O)(=O)Nc2ccc(Cl)cc2)ccc1O	i	-6.6	0.61
CCOC(=O)c1oc2ccc(S(=O)(=O)n3nc(-c4ccc(C)cc4)cc3N)cc2c1C	i	-1.4	-0.41
CC(C)OC(=O)CSc1nnc(Cc2ccccc2)n1Cc1ccco1	i	-0.6	-1.95
COc1ccc(CCNCc2ccc(OCc3ccccc3)cc2)cc1	i	-0.2	-5.44*
N#Cc1c(-c2ccccc2)c(-c2ccccc2)n[nH]c1=O	i	-1.4	1.72
COc1ccc(-n2ncc3c(N4CCN(Cc5ccccc5)CC4)ncnc32)cc1	i	1.2	0.2
Cc1nc(COC(=O)c2ccc(S(=O)(=O)N3CCCC3)cc2)cs1	i	-1.7	-0.4
CCOC(=O)C1(CC2CC2)CCN(C(=O)c2cc(C)nc3ccc(CC)cc23)CC1	i	0.1	0.36
Cc1c(Cc2ccccc2)c(=O)oc2cc(OCC(=O)NCc3ccccn3)ccc12	i	0.6	-0.36
O=c1c2c(nc3cc(-c4ccccc4)[nH]n13)CCC2	i	-0.2	0.87
O=C(O)C/C=C(\NC(=O)OCc1ccccc1)C(=O)OCc1ccccc1	i	-0.9	-0.31
Cn1c(N)c(Sc2ccccc2[N+](=O)[O-])c(=O)n(C)c1=O	i	-1.8	0.65

Next section (7 carried over from the part before).
SMILES	KCNQ2 block	STK33 inh	Kir21 inh
COc1ccc(-n2ncc3c(N4CCN(Cc5ccccc5)CC4)ncnc32)cc1	i	1.2	0.2
Cc1nc(COC(=O)c2ccc(S(=O)(=O)N3CCCC3)cc2)cs1	i	-1.7	-0.4
CCOC(=O)C1(CC2CC2)CCN(C(=O)c2cc(C)nc3ccc(CC)cc23)CC1	i	0.1	0.36
Cc1c(Cc2ccccc2)c(=O)oc2cc(OCC(=O)NCc3ccccn3)ccc12	i	0.6	-0.36
O=c1c2c(nc3cc(-c4ccccc4)[nH]n13)CCC2	i	-0.2	0.87
O=C(O)C/C=C(\NC(=O)OCc1ccccc1)C(=O)OCc1ccccc1	i	-0.9	-0.31
Cn1c(N)c(Sc2ccccc2[N+](=O)[O-])c(=O)n(C)c1=O	i	-1.8	0.65
Cc1ccc(OCCCC(=O)Nc2nccs2)cc1	i	-1.1	2.22
CCOc1ccc(N(Cc2cc3cc(OC)ccc3[nH]c2=O)S(C)(=O)=O)cc1	i	-0.7	1.02
CNC(=O)CSc1nc(SC)ns1	i	-1.5	-1.2
CCOc1ccc(NC(=O)N2CCC(NC(=O)C(Cc3cccc(F)c3)NC(C)=O)CC2)cc1 (stereo not given)	i	0.2	-0.21
COc1c(C)c2c(c(O)c1C/C=C(\C)CCC(=O)O)C(=O)OC2	i	-0.3	0.85
CC1CCC(C(=O)c2c(O)c3ccccc3oc2=O)CC1 (stereo not given)	i	-0.5	-2.82
CCOC(=O)C1(Cc2ccccc2)CCCN(C2CCCC2)C1 (stereo not given)	i	-0.8	-0.53
COC(=O)c1ccccc1NC(=O)CSc1nnc(-c2cccnc2)n1C	i	-3.5	0.77
COc1cc(NC(=O)C2CC(c3ccccc3O)=NO2)c(OC)cc1Cl (stereo not given)	i	0.0	1.33
COc1ccc(N2CCN(C(=O)CN(c3ccccc3)S(=O)(=O)c3ccc(OC)cc3)CC2)cc1	i	-0.4	-0.25
CCN(CC)C(=O)c1ccc(Oc2ccc([N+](=O)[O-])cc2Cl)cc1	i	-2.0	0.76
Clc1ccc(-n2ncc3c(NCc4ccc5c(c4)OCO5)ncnc32)cc1	i	-0.5	-0.3
O=C(Nc1nnc(SCC(=O)N2CCOCC2)s1)c1ccccc1	i	2.8	1.43
Cc1ccccc1S(=O)(=O)Cc1ccc(C(=O)NC2CCCC2)o1	i	-0.3	0.67
O=c1[nH]c2cc3ccccc3cc2nc1C(F)(F)F	i	-0.4	-1.26
CCN(CC)CCCNC(=S)Nc1ccc(Br)cc1	i	0.7	0
CCc1ccc(CN2CCCC(CCC(=O)N3CCN(c4ccccn4)CC3)C2)o1 (stereo not given)	i	-1.5	0.52
CC(C(O)c1cc(=O)c(OCc2ccccc2)co1)[N+](=O)[O-] (stereo not given)	i	1.4	0.7
CCOC(=O)c1c(C)n(C)c2ccc(OC)c(NC(=O)CN3CCN(C(=O)c4ccco4)CC3)c12	i	-1.0	1.47
O=C1C(=O)N(CCCN2CCOCC2)C(c2ccc([N+](=O)[O-])cc2)/C1=C(/O)c1ccc2c(c1)OCO2 (stereo not given)	i	-1.1	0.66
COc1ccc(S(=O)(=O)N2CCOCC2)cc1NC(=O)CSc1nnc(C2CC2)n1N	i	-0.8	2.6
O=C1OC(N2CCN(C(=O)c3ccco3)CC2)c2ccccc21 (stereo not given)	i	-1.1	0.04
COc1ccc(S(=O)(=O)N2CCC(NC(=O)c3cccnc3)CC2)cc1	i	0.5	0.21
CC1Cn2c(CCc3ccccc3)nnc2S1 (stereo not given)	i	-1.3	-0.29
Cc1cc(C)n2nc(CNS(=O)(=O)c3c(F)c(F)c(F)c(F)c3F)nc2n1	i	0.7	-0.11
Cc1ccc(C)c(C(C)NC(=S)NC2CCCCC2)c1 (stereo not given)	i	0.9	-3.94
CN(C)c1ccc(C(=S)Nc2ccccc2)cc1	i	0.5	0.15
O=C(NCCNC(=O)c1ccco1)c1cccc(F)c1	i	-0.9	1.13
Nc1oc2ccc(F)cc2c(=O)c1C=O	i	0.4	-0.72
C=CCOc1ccc(C=Nc2cccc(Cl)c2)c(O)c1	i	0.1	-2.06
CCN(CC)S(=O)(=O)c1cccc(C(=O)N[C@H](C(=O)NCc2ccccc2F)C(C)C)c1	i	-0.7	0.33
Cc1nc(N2CCOCC2)nc(Oc2ccccc2F)c1[N+](=O)[O-]	i	-2.1	-1.46
COc1ccc2c(c1)c(C(C)=O)c(C)n2CCc1ccc(OC)c(OC)c1	i	1.4	-1.82
CC1CCCN(C(=O)Cn2nnc(-c3ccc([N+](=O)[O-])cc3)n2)C1 (stereo not given)	i	-0.5	0.01
O=C(CCNc1ccc(Br)cc1)c1cccc([N+](=O)[O-])c1	i	-1.8	0.76
Cn1c(=O)c2c(nc(-n3ccnc3)n2Cc2ccc([N+](=O)[O-])cc2)n(C)c1=O	i	1.1	0.43
O=c1nc2ccccc2c2n1CC(CN1CCN(Cc3ccccc3)CC1)N2 (stereo not given)	i	-1.5	-0.04
COC(=O)COc1ccc2c(-c3cccc([N+](=O)[O-])c3)cc(=O)oc2c1	i	0.4	-0.32
Cc1ccc(C)c(OCC(=O)N2CCc3ccccc3C2)c1	i	-0.3	-1.46
O=C(Nc1cccnc1)C1CCCN(S(=O)(=O)c2ccccc2)C1 (stereo not given)	i	1.9	-0.07
CN(CCn1ccnc1)C(=O)CC1C(=O)NCCN1Cc1ccccc1C(F)(F)F (stereo not given)	i	-1.8	0.02
CCOC(=O)c1[nH]c(C)c(C(=O)Nc2cccc(Cl)c2C)c1C	i	-0.4	0.62
Cc1ccc(S(=O)(=O)NNC(=O)c2c(O)c3ccccc3[nH]c2=O)cc1	i	-1.0	-0.82
O=C(NCCc1nc2ccccc2[nH]1)c1cc([N+](=O)[O-])cc([N+](=O)[O-])c1	i	-1.0	-0.56
O=C(Cn1nnc(-c2ccccc2F)n1)Nc1ccc2c(c1)OCCO2	i	0.0	0.7
CCOc1ccc(N(CC(=O)Nc2cccc(N(C)S(C)(=O)=O)c2)S(=O)(=O)c2ccccc2)cc1	i	-1.6	0.29
COc1ccc(/C=C(\C#N)C(=O)NC2CCS(=O)(=O)C2)cc1OC (stereo not given)	i	x	1.91
O=C(CSc1ncccc1-c1nc2ccccc2[nH]1)N1CCCCC1	i	0.5	-1.19
CCc1cccc(C)c1NC(=O)c1ccc2nc(N3CCOCC3)sc2c1	i	-1.9	-0.43
CCOC(=O)C1CCCN(CCC(=O)Nc2ccc3c(c2)CCC3)C1 (stereo not given)	i	-0.9	-1.06

Whole records, quoted from the list:
`CCOC(=O)c1[nH]c(C)c(C(=O)Nc2cccc(Cl)c2C)c1C` is listed as KCNQ2 block: i; STK33 inh: -0.4; Kir21 inh: 0.62
`CN(CCn1ccnc1)C(=O)CC1C(=O)NCCN1Cc1ccccc1C(F)(F)F` (stereo not given) is listed as KCNQ2 block: i; STK33 inh: -1.8; Kir21 inh: 0.02

Carrying on:
SMILES	KCNQ2 block	STK33 inh	Kir21 inh
Cc1ccc2c(N)c(C)ccc2c1	i	-0.1	0.07
Nc1nnc(/C=C/c2ccccc2Cl)s1	i	-1.1	-0.01
O=C(COC(=O)c1ccc(Br)o1)Nc1ncc(Cl)cc1Cl	i	1.1	-0.27
CCCc1nnc(NC(=O)COC(=O)c2cc(C)nc3ccccc23)s1	i	-1.8	0.54
Cc1ccc(/C=C/C(=O)NCCCN2CCN(CCCNC(=O)/C=C/c3ccc(C)cc3)CC2)cc1	i	-1.8	0.74
COc1ccc(Nc2nc(N)nc(COc3ccc(OC)cc3)n2)cc1	i	-0.4	0.27
C[n+]1cccc(CNC(=O)/C=N/O)c1	i	-1.1	-0.18
COc1ccc(CN(C)C(=O)C23CC4CC(CC(C4)C2)C3)c(OC)c1	i	-0.5	-0.4
CN(C)c1cc(C(F)(F)F)nc(-c2ccccn2)n1	i	-0.3	0.46
CNS(=O)(=O)c1ccc2nc(NC(=O)c3ccc(N4C(=O)CCC4=O)cc3)sc2c1	i	-0.4	-1.19
O=[N+]([O-])c1ccc(Nc2ccc(F)cc2)cc1	i	-1.1	0.59
COc1cccc(OC)c1C(=O)NN1CCCCC1	i	-1.6	-0.59
CN1C(=O)OC(C)(C)C1=O	i	-0.6	0.64
Cc1ccc(/C=N/NC(=O)CNC(=O)c2ccc(S(=O)(=O)N3CCCC3)cc2)o1	i	1.5	-0.83
COc1ccccc1NC(=O)N1CCC(C(=O)c2ccc(F)cc2)CC1	i	-0.2	0.08
NC(=O)N/N=C1\CCS(=O)(=O)c2ccc(F)cc21	i	-2.8	2.26
CCOc1ccc(C(C)NC(=S)NC2CCCCC2)cc1 (stereo not given)	i	x	0.34
COc1ccc(OC(C)C(=O)N(C)Cc2nc(-c3ccc(C)cc3)no2)cc1 (stereo not given)	i	-1.4	0.77
Cc1ccc(C)n1-c1sc2c(c1C(=O)O)CCCC2	i	-0.8	-0.7
CCc1nc(N2CCCCC2)c2oc3ccccc3c2n1	i	1.0	-0.01

Screens (PubChem BioAssay)
